ARFGAP1 inhibitor: rat ARFGAP1 inhibition | Q62848 | Arfgap1-stimulated ARF1 GTP hydrolysis, GDP FP detection | inhibition, % at 16.5 µM | 0.26% of 360,000 active;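 active means inhibition above a per-plate limit, mean inhibition of low control wells plus 3 SD, cut at about 25% in these data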;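 further: 0% = DMSO wells with enzyme and 100% = wells lacking Arfgap1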
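material = rat Arfgap1 catalytic domain, aa 1-136 | also added = human ARF1(Δ1-17)-GTP substrate | compound dosing = one concentration, 16.5 µM, DMSO 1.26% | times = GTP hydrolysis reaction 2 h at 25 °C | measured by = FP, GDP Alexa 633 tracer displaced from anti-GDP antibody, 620/688 nm | evaluation = percent inhibition of Arfgap1-stimulated GTP hydrolysis | replication = single well per compound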
TDP2 inh: TDP2 (human) inhibition, absorbance primary screen. recombinant TDP2, T5PNP hydrolysis, p-nitrophenol absorbance 415 nm. O95551. 0.34% of 370,000 active. inhibition, % at 12.8 µM;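 active means inhibition above the mean of all tested compounds plus 3 SD, set per campaign, cut at about 25% in these data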;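 further: 0% = DMSO with enzyme and 100% = buffer with substrate but no TDP2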
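System – recombinant human TDP2 · Quantity – TDP2 enzyme at 120 nM final · Doses – single concentration, 12.8 µM nominal, with 1% DMSO · Incubation – 2 h at 37 °C · Measured by – epi absorbance of p-nitrophenol freed from T5PNP by hydrolysis · Read-out – % inhibition relative to enzyme-containing and enzyme-free wells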
LEDGF integ inh: blocks HIV-1 LEDGF/p75-dependent DNA integration; TR-FRET IN-LEDGF/p75 DNA integration, Eu/Cy5; 0.64% of 370,000 active; AID 743269; inhibition, % at 3.7 µM;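 active means inhibition above the screen-wide mean plus 3 SD, cut at about 13% in these data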;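 further: signal is the Cy5 over europium emission ratio at 671 and 618 nm; 0% = plate median of compound wells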
proKLK7 act: proKLK7 (human) activation, primary screen. P49862. purified proKLK7, EDANS-DABCYL substrate fluorescence; 100% is mature enzyme control, 0% vehicle. activation, % at 7 µM. 0.9% of 370,000 active;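 active means activation above the mean of all tested compounds plus 3 SD, computed per campaign excluding outliers beyond control limits, cut at about 13% in these data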
ADAM10 inh: inhibitors of human ADAM10; recombinant ADAM10, EDANS/DABCYL FRET peptide cleavage, 3 h; inhibition, % at 7 µM; 0.62% of 370,000 active;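 active means inhibition above a per-campaign cutoff equal to the mean of compounds falling between control-based bounds plus 3 SD, cut at about 20% in these data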;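 further: 0% = DMSO wells while the 100% control is not disclosed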
DDE Tn6 FP inh: disrupts Tn6 cyclic peptide binding to fibrin D-Dimer-E complex | AID 720509 | Fibrin DD(E) TRITC-Tn6 fluorescence polarization displacement | P02675 | inhibition, % at 8.3 µM | 0.21% of 370,000 active;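 active means inhibition above a per-campaign cutoff: mean of compounds within control limits plus 3 SD, cut at about 15% in these data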;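 further: 0% = median of all compound wells on the plate and 100% = blocking peptide control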
ASAP1 inh: blocks human ASAP1-stimulated Arf1 GTP hydrolysis | inhibition, % at 16.5 µM | 0.19% of 360,000 active | GDP FP detection; in the data active means inhibition above about 25%;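 further: 0% = vehicle with enzyme and substrate and 100% = no enzyme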
DDE Tn7 FP inh: inhibitors of Tn7 peptide binding to human fibrin DD(E); P02675; FP displacement of FITC-Tn7 peptide from fibrin DD(E); 0% = median of compound wells per plate; inhibition, % at 8.3 µM; 0.13% of 370,000 active;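 active means inhibition above the mean of compounds falling within the control limits plus 3 SD of them, cut at about 14% in these data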;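 further: 0% = plate median of compound wells and 100% = 10 µM Aha-Tn7 peptide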
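Test system – human fibrin DD(E) · Times – 10 min preincubation, 3 h with tracer, room temperature · Detection – fluorescence polarization of the labelled Tn7 tracer · Measure – percent inhibition normalized to high-control wells · Benchmarks – high control wells with 10 µM unlabelled Aha-Tn7 peptide (full inhibition) · Repeats – singlicate testing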
ADAM17 inh: inhibitors of human ADAM17; AID 720648; P78536; inhibition, % at 6.95 µM; 0.83% of 370,000 active; recombinant ADAM17, EDANS/DABCYL FRET peptide cleavage;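 active means inhibition above the mean of compounds lying between control limits plus 3 SD, set per campaign, cut at about 8.5% in these data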;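 further: 0% = DMSO-only wells as the low control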
PLCg1 inh: blocks human PLC-gamma1 enzyme activity | P19174 | purified PLC-gamma1, fluorogenic substrate, fluorescence | inhibition, % at 12.2 µM | 0.84% of 370,000 active; in the data active means inhibition above about 9.5%
The depositor's hits bear a star; · = no result given.

no.	molecule	ADAM10 inh	TDP2 inh	proKLK7 act	LEDGF integ inh	DDE Tn6 FP inh	ADAM17 inh	PLCg1 inh	ARFGAP1 inhibitor	ASAP1 inh	DDE Tn7 FP inh
1	CCCC(=O)N(CCc1ccccc1)Cc1nc2ccccc2c(=O)[nH]1	-4	4	-0.2	-2	-4	0	0	-13	1	3
2	COC(=O)c1cc(NC(=O)C2CC2)cc(C(=O)OC)c1	-7	1	0.0	2	-2	0	-3	0	9	-1
3	CCOc1ccc2nc(NC(=O)C3CSC4(C)CCC(=O)N34)sc2c1 (configuration not stated)	-14	-7	0.5	-2	-3	-8	-8	-6	-13	7
4	COc1ccc(CN2CCNC(=O)C2CC(=O)NCCCn2nnc3ccccc32)cc1C (configuration not stated)	1	22	0.5	3	-10	-1	-2	3	-1	1
5	CC(=O)N1CCN(C(=O)c2cccc(NS(=O)(=O)c3ccc(Br)cc3)c2)CC1	-10	2	-0.2	-3	0	3	-52	1	-2	3
6	O=C(COC(=O)CCCC1=NS(=O)(=O)c2ccccc2N1)Nc1ccccc1	-2	4	-0.3	2	10	-4	-2	5	1	7
7	Cn1nnc(NC(=O)c2cccs2)n1	-5	9	-0.7	-3	3	-4	1	3	5	-1
8	CC(=O)N1CCN(C(=O)CCc2c[nH]c3ccccc23)CC1	0	1	0.1	0	-2	-5	-2	6	10	-3
9	Brc1ccc2nc(-c3c[nH]c4ccccc34)cn2c1	-45	11	-1.5	0	-5	-17	-56	-6	20	4
10	CC(=O)ON1C(C)(C)Cc2noc(N)c2C1(C)C	-3	-2	-0.3	1	-2	-6	6	-2	1	-9
11	Cc1cc(=O)[nH]c(SCC(=O)c2ccc(C)c(C)c2)n1	1	-5	0.4	2	2	-5	-1	0	-4	8
12	Cc1nc(N)sc1C(=O)N/N=C/c1cccnc1	-1	6	-0.4	-4	-4	-4	-2	-6	17	3
13	COCc1cc(N2CCN(C(=O)OC(C)(C)C)C[C@@H]2C)ccc1N1CC[C@H](O)C1	-6	2	1.1	17*	0	-5	-10	-9	-5	6
14	N#C/C(=C\c1cc2c(cc1Br)OCO2)c1ccc(C(=O)O)cc1	8	-14	0.2	-4	-6	-3	0	-4	8	-2
15	N=c1ncn(Cc2ccccc2)c2nc(SCCOc3ccccc3)[nH]c12	0	-8	-0.3	-1	7	-3	-1	-4	3	10
16	CCOC(=O)c1oc2ccccc2c1CN1CC(C)OC(C)C1 (configuration not stated)	-1	3	-0.8	-1	1	-1	0	-2	2	2
17	Cc1cc(C)c(C(=O)OCC(=O)Nc2cccc(S(=O)(=O)N3CCCCC3)c2)c(C)c1	28*	-10	0.3	0	-4	13*	1	18	0	-11
18	COc1ccccc1CCC(=O)OC(C)C(=O)Nc1c(C)n(C)n(-c2ccccc2)c1=O (configuration not stated)	-8	21	-0.7	-1	-10	-4	0	12	5	-5
19	Cc1cc(C)cc(NC(=O)c2cc(Cl)sc2Cl)c1	-3	-2	0.0	-4	-7	0	-3	-2	0	-1
20	O=C(O)c1csc(-c2ccc(Cl)cc2)n1	0	-6	0.5	-4	2	-3	-1	-8	12	2
21	CCc1cc2c3c([nH]c2cc1S(=O)(=O)N1CCC2(CC1)OCCO2)CCCC3=O	-6	1	0.6	-4	-4	-1	5	10	6	6
22	COc1cc(/C=N/NC(=O)c2nonc2C)ccc1O	16	-3	0.0	1	4	1	6	8	1	2
23	Oc1cccc(C=NCc2ccccc2)c1O	5	10	-0.5	65*	-4	-1	-7	-3	13	-1
24	CC1(c2ccccc2)NC(=O)N(NC(=O)COC(=O)c2cc(Br)ccc2O)C1=O (configuration not stated)	-3	-11	28*	3	2	-3	-4	6	1	-5
25	CC(=O)c1ccccc1NC(=O)COC(=O)c1cc2ccccc2[nH]1	-3	6	0.4	-2	4	-3	-20	6	-5	2
26	COc1ccc(Br)cc1C1CC(=O)N2CN(Cc3ccccc3)CSC2=C1C#N (configuration not stated)	6	-4	0.3	3	3	3	-4	11	8	-3
27	COc1ccc(C(C[N+](=O)[O-])c2c(C)[nH]c3ccccc23)cc1OC (configuration not stated)	6	-10	1.9	-2	2	4	-2	0	-2	-2
28	c1ccc(Nc2nc3ccccc3n3cnnc23)cc1	-6	2	0.7	0	-4	0	-17	-3	13	5
29	O=C(CC[C@H]1O[C@@H](n2ccc(=O)[nH]c2=O)[C@H](O)[C@@H]1O)N[C@H](Cc1ccccc1)C(=O)NCCCN1CCCC1=O	-9	6	0.4	5	2	-5	1	-1	7	-2
30	Cc1ccc(NC(=O)CN(C)C(=O)CSc2ncc(C(F)(F)F)cc2Cl)cc1	-9	3	0.5	-1	8	-3	-2	-7	-5	6
31	O=C1CCC([N+](=O)[O-])C(c2cccc3ccccc23)N1 (configuration not stated)	2	-15	0.1	-2	7	-1	-2	14	3	0
32	O=C(Nc1ccc(C(=O)OC[C@@H]2CCCN3CCCC[C@H]23)cc1)c1cccc(Br)c1	-5	-7	0.1	-1	-4	-3	3	14	-2	2
33	O=C(Nc1ccc2c(c1)OCCO2)C(c1cc2ccccc2o1)N1CCN(c2ccc(F)cc2)CC1 (configuration not stated)	4	-3	-0.5	0	-1	4	0	12	5	3
34	CCN(CC)C(=O)c1sc(N)c(C(=O)OC(C)C)c1C	-4	0	-0.5	-4	-8	1	4	8	-2	-1
35	COC(=O)c1[nH]c2ccccc2c1NC(=O)C(C)N1CCOCC1 (configuration not stated)	-20	-4	0.3	-2	-2	-4	-4	4	-1	1
36	O=C(NCC(=O)N1CCN(S(=O)(=O)/C=C/c2ccccc2)CC1)c1ccccc1F	3	-3	-0.2	5	8	0	5	-7	1	0
37	CC(C)c1nnc(NC(=O)c2ccc3c(c2)OCO3)s1	-7	-2	0.2	1	-3	-1	1	5	15	-8
38	CC1(C)C[C@@H]2C[C@@](C)(CN2C(=O)c2ccccc2)C1	-9	-8	0.5	5	-3	2	0	11	6	0
39	CCOc1ccc(NC(=O)CN(C)C(=O)c2csc3c2CCCC3)cc1OCC	-3	-2	0.7	-2	3	0	-1	-9	2	7
40	Cc1noc(C)c1C(=O)Nc1ccc(S(=O)(=O)N2CCCCC2)cc1	-4	-3	0.1	-10	-2	1	2	2	-2	0
41	COc1ccc(N2CCN(S(=O)(=O)c3c(C)n(C)c(=O)n(C)c3=O)CC2)cc1	-7	-14	-0.2	-4	-3	0	2	16	13	-1
42	COC(=O)c1c(N)sc2c1CC(C)(C)OC2	-1	-30	0.5	2	1	-3	11*	-6	-3	2
43	O=C(CN1CCOCC1)N/N=C/c1ccc(-c2cccc(Cl)c2Cl)o1	-3	-10	-1.3	-3	2	2	-13	12	-4	3
44	CC(C)(CO)NC(=O)CC1C(=O)NCCN1CC(c1ccccc1)c1ccccc1 (configuration not stated)	-11	-10	-0.7	-3	4	-5	-4	-1	-9	3
45	Cc1cc(C(=O)NC(=S)Nc2cccc(NC(=O)C(C)C)c2)ccc1[N+](=O)[O-]	3	-1	0.3	-4	5	0	3	8	-1	1
46	CC1CCCCC12NC(=O)N(CC(=O)Nc1nccs1)C2=O (configuration not stated)	-4	7	0.6	0	-3	-1	3	3	-4	-1
47	COc1ccc(C(c2c(C)n(C)n(-c3ccccc3)c2=O)c2c(C)n(C)n(-c3ccccc3)c2=O)cc1	0	16	0.3	0	-2	0	2	-7	-3	2
48	CCn1c(=O)n(-c2ccc(Cl)cc2)c(=O)c2c3c(sc21)COC(C)(C)C3	-1	2	-0.5	0	0	-2	5	-9	7	-2
49	Cc1cc(C)c(NC(=O)c2cc3c(nc4sccn43)s2)c(C)c1	-5	1	0.1	0	-4	-5	-4	-10	-10	1
50	CCN(CC)S(=O)(=O)c1cc(NC(=O)c2cc(-c3ccccn3)nc3ccccc23)ccc1C	18	0	-0.5	0	-1	8	4	9	8	-7
51	O=C1CCC[C@H]2Cc3nc4cc5c(cc4cc3C[C@]23CCCN13)OCO5	-42	-2	·	6	-4	-13	-2	·	·	-2
52	O=C(N/N=C/c1cccnc1)c1cc(Br)ccc1O	-38	-18	0.7	-4	-2	-23	-38	15	3	-3
53	CCCCC(=O)Nc1cccc(NC(=S)NC(=O)Cc2ccccc2)c1	8	6	-0.2	-2	0	1	0	-3	-6	6
54	CC(=O)Nc1ccc(NC(=O)CSc2nc3ccccc3nc2N2CCC(C)CC2)cc1	0	-26	0.1	-1	-7	3	-2	7	-10	0

Screening data: PubChem, The Scripps Research Institute Molecular Screening Center
